Bioassay records from PubChem BioAssay.
ERK EGF inh: qHTS Assay for Inhibitors of the ERK Signaling Pathway using a Homogeneous Screening Assay; Stimulation with EGF; 130,000 tested, 0.41% active; HEK293-V1b, EGF-stimulated phospho-ERK AlphaScreen; AID 1454, 2008; Potency, µM (titrated, usually from 11.5 µM), without a hit: at the top dose activity change, negative = inhibition, most hits filed as inhibitors; active = well fitted inhibition curve with a large enough effect; inconclusive = small, poorly fitted or top-dose-only effect, or effect the other way;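 note: plate controls were stimulated vehicle wells for no effect and unstimulated vehicle basal for full effect; nearly all actives have a fitted effect of over 55% in size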
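V1b-HEK293, 1% FBS o/n; cpd 30 min 37C; EGF 25 nM final, 5 min; lyse 10 min; AlphaScreen beads 5 h RT. Normalized DMSO basal vs EGF max; Hill AC50.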
* marks the source's active call; other numbers are inactive results; ? = inconclusive; [ ] = dose if it differs, or a comment. Potency is the fitted concentration of half-maximal effect.

SMILES | ERK EGF inh
CCc1ccc2nc(NC(=O)CSCc3c(C)noc3C)sc2c1 | 5%
C/C(=N\Nc1ccc([N+](=O)[O-])cc1)c1ccco1 | 5%
O=C(Nc1cccn(Cc2cccc(F)c2)c1=O)NC1CCCCC1 | -7%
COc1ccc(/C=C2\SC(=S)N(CC(=O)NNC(=O)c3ccncc3)C2=O)cc1 | -4%
COc1cc(CNc2ccc(NC(C)=O)cc2)ccc1OCc1ccccc1C | 0%
O=C(NC(=Nc1nc2ccccc2o1)NC(=O)c1ccccc1)c1ccccc1 | 8%
COc1cccc(N(C(=O)C2COc3ccccc3O2)C(C(=O)NC2CCCCC2)c2ccc(O)cc2)c1 (centres undefined) | 5%
Cc1ccnc(SCC(=O)N2CCc3ccccc3C2)n1 | -14%
CCOc1ccc(C(=O)Nc2ccccc2C#N)cc1[N+](=O)[O-] | 2%
COc1cc(/C=C/C(=O)OC(C)C(=O)Nc2c(C)n(C)n(-c3ccccc3)c2=O)ccc1OCC#N (centres undefined) | 3%
CNC(=S)NNC(=O)c1noc(C)c1C(=O)N1CCN(C(c2ccccc2)c2ccccc2)CC1 | -4%
O=C(COc1ccccc1)N1N=C(c2cccnc2)CC1(O)C(F)(F)F (centres undefined) | 4%
Cc1ccc(O)c(CO)n1 | 2%[57.5 µM]
C[C@@H]1C=C(C(=O)NCc2nc3ccccc3[nH]2)O[C@H](OCc2ccc(CO)cc2)C1 | -14%[57.5 µM]
O=C(Cc1ccc(Cl)cc1)Oc1cccc2cccnc12 | 3%
CCN(CC)C(=O)Cn1ncc2c1-c1ccccc1OC2 | -3%
O=C(CNC(=O)c1ccc(Cl)cc1)Nc1ccc(S(=O)(=O)Nc2ncccn2)cc1 | -3%[57.5 µM]
CN(C)S(=O)(=O)Oc1ccc(Cl)cc1C(=O)Nc1ccc(F)cc1F | ?
Cc1ccc(F)cc1NC(=O)N1CCCN(C(=O)OC(C)(C)C)CC1 | -5%[57.5 µM]
COc1ccc(C2/C(=C(/O)c3ccc(OC(C)C)cc3)C(=O)C(=O)N2CCCN2CCOCC2)cc1 (centres undefined) | 18%
COc1ccc(Cl)cc1NC(=O)C1CCCN(S(=O)(=O)c2cccc3nonc23)C1 (centres undefined) | 8%
Cc1cc2c(c(SCC(=O)NCc3ccccc3Cl)n1)C(=O)OC2 | 0%
O=C(COC(=O)C12CC3CC(CC(C3)C1)C2)Nc1ccc([N+](=O)[O-])cc1Br | 13%
CCCc1nc(SCC(=O)c2ccc(OC)cc2)c2ccccc2n1 | -4%
CC(=O)Nc1ccc(S(=O)(=O)Nc2ccc(C)c([N+](=O)[O-])c2)cc1 | 4%
Fc1cccc2ncnc(OCc3ccccc3)c12 | -2%
COc1ccc(CCNCc2ccc(OCC(=O)N3CCCCC3)c(OC)c2)cc1OC | -1%
COc1ccccc1Nc1nc(N)nc(CN2CCc3ccccc3C2)n1 | 5%
O=C(N/N=C\c1ccc(O)c([N+](=O)[O-])c1)c1ccccc1-n1cccc1 | -2%
Cc1cc(C)nc(N/N=C/c2cc3c(cc2[N+](=O)[O-])OCO3)n1 | 7%
CCOC(=O)c1ccc(NC(=O)c2nc[nH]c2C(=O)N[C@@H](CC(C)C)C(=O)OCc2ccccc2)cc1 | 6%[57.5 µM]
NCCNCCNCCN | -16%
CC(=O)Nc1ccc(NC(=O)Cn2c(=O)n(-c3ccc(F)cc3)c(=O)c3oc4ccccc4c32)cc1 | -8%
CC1CC(=O)N(C)c2cc([N+](=O)[O-])ccc2N1 (centres undefined) | 3%
O=S(=O)(Nc1nc2ccccc2nc1N1CCc2ccccc2C1)c1ccc(Cl)cc1 | 6%
CCc1nnc(NC(=O)C2c3ccccc3Oc3ccccc32)s1 | 0%
CN(C)S(=O)(=O)c1cccc(NC(=S)N/N=C/c2ccco2)c1 | -6%[57.5 µM]
COc1ccc2cc3cc(C(=O)NCCN4CCc5ccccc5C4)sc3nc2c1 | -2%
COc1cccc(CCN2C(=O)C(=O)N([C@@H](CNCc3ccccc3)Cc3ccccc3F)C[C@@H]2C(C)(C)C)c1 | 3%[57.5 µM]
Cc1c(CCOC(=O)CC23CC4CC(CC(C4)C2)C3)sc[n+]1CC(=O)c1ccccc1 | ?
O=C(Nc1cc(Cl)ccc1Cl)c1ccc(-c2ccccc2)cc1 | -1%
O=C(CCC(=O)c1ccccc1)NCCOc1ccccc1 | -14%
O=C(CSc1cccs1)Nc1cccc2ccccc12 | -8%
Cc1cc2c(c(=O)o1)C(c1cccs1)C(C#N)=C(N)O2 (centres undefined) | 3%
CC(=O)Oc1ccc2c(=O)c(Oc3ccccc3)c(C)oc2c1OC(C)=O | 9%
CCc1ccc(OCC(=O)N(CC)CC)cc1 | 0%
Cc1cc(NC(=O)CSc2nnc(-c3ccncc3)n2Cc2ccccc2)n(-c2ccccc2)n1 | -15%[57.5 µM]
COc1ccc(NC(=O)Cn2c(C(C)C)nc(C)cc2=O)cc1Cl | -1%
NNC(=O)c1nn(-c2ccc(Cl)cc2)cc1O | -15%[57.5 µM]
Cc1cc(-c2nnc(CCC(=O)NC(c3ccccc3)c3ccccc3)o2)no1 | -13%[57.5 µM]
O=C1C2C3C=CC(CC3)C2C(=O)N1/N=C/c1c(O)ccc2ccccc12 (centres undefined) | 0%
FC(F)Oc1ccc(NC(=S)NCc2ccco2)cc1Cl | -8%
COc1ccc2cc3c(N)nn(C(=O)c4cccc([N+](=O)[O-])c4)c3nc2c1 | 3%
CCOC(=O)n1c(=O)n(Cc2cccc(F)c2)c2ccccc21 | -1%
CCOC(=O)C1=C(C)NC(C)=C(C(=O)OCC)C1C(=O)OCC(=O)N(C)C1CCS(=O)(=O)C1 (centres undefined) | 0%
Cc1ccc(OCCn2c(=O)n(C)c3ccccc32)cc1 | 3%
Cc1csc2c(SCC(=O)NNS(=O)(=O)c3cccc(C(F)(F)F)c3)ncnc12 | -3%[57.5 µM]
O=[N+]([O-])c1ccc(CSc2nnc(Cc3ccccc3)n2-c2ccc(F)cc2)cc1 | 28%
N#C/C(=C\c1ccccc1)C(=O)NCCN1CCOCC1 | -2%
Cc1cc(-c2nnnn2-c2ccc(C(F)(F)F)cc2)no1 | -5%[57.5 µM]
More entries:
SMILES | ERK EGF inh
Cc1sc(NC(=O)c2cccnc2)nc1-c1ccccc1 | -3%
CCOC(=O)CSc1nnc(CNC(=O)c2cccc(C)c2)n1C | 4%
Cn1c(=O)c2c(nc(Br)n2CCSc2nc3ccccc3o2)n(C)c1=O | ?
COc1ccc(-c2csc3[nH]c(=S)n(-c4ccccc4)c(=O)c23)cc1OC | -3%
COc1ccc(C(=O)NCCc2cc3ccc(C)c(C)c3[nH]c2=O)cc1OC | 2%
COc1cc(NC(=O)Cn2ccsc2=N)c(C)cc1[N+](=O)[O-] | -9%[57.5 µM]
CN(C(=O)C1CCCN(S(=O)(=O)c2cccc([N+](=O)[O-])c2)C1)C1CCS(=O)(=O)C1 (centres undefined) | -1%
CSc1ncc(CO)n1Cc1ccccc1 | 0%
O=C(O)c1ccccc1C(=O)Nc1ccc(S(=O)(=O)NC2CCCCC2)cc1 | 3%
Cn1/c(=N/NC(=O)c2ccccc2Br)sc2ccccc21 | -1%
Cc1cc2nc(/C=C/c3nc4cc(C)c(C)cc4[nH]3)[nH]c2cc1C | 7%[57.5 µM]
O=C(Nc1cc(S(=O)(=O)Nc2ccc(Cl)cc2)ccc1N1CCCCC1)c1ccc(F)cc1 | 2%
CCOC(=O)C1=C(C)NC(=O)NC1c1ccc([N+](=O)[O-])o1 (centres undefined) | 0%[57.5 µM]
COc1ccc(NC(=O)N2CCCC3(CCN(C(=O)c4csnn4)CC3)C2)cc1 | -2%
CN(Cc1ccno1)Cc1cn(C)nc1-c1ccc(Oc2ccccc2)cc1 | -18%
Cc1cccc(CCNC(=O)CC2C(=O)NCCN2CC2CCCCC2)n1 (centres undefined) | -3%
COc1c(C)cc(C(=O)C2CCCN(C(=O)Cn3ccc(C)n3)C2)cc1C (centres undefined) | 5%
CC1(C)CC(=O)C=C(NCc2ccc(C(=O)O)cc2)C1 | 4%[57.5 µM]
CCOC(=O)C1CCN(C(=O)CCS(=O)(=O)c2ccc3c(c2)CC(C)N3C(=O)CC)CC1 (centres undefined) | -8%
CCn1c(C(C)NC(=O)c2ccc(C)cc2)n[nH]c1=S (centres undefined) | 7%
COC(=O)CNC(c1ccccc1)c1cc(Br)ccc1NS(=O)(=O)c1ccccc1 (centres undefined) | 5%
CCOC(=O)c1c(NC(=O)CS(=O)(=O)c2cn(CC)c3ccccc23)sc2c1CCCCC2 | -1%
COc1ccc(Oc2ncc3nc(-c4cccs4)c(=O)n(Cc4cccc(OC)c4)c3n2)cc1 | ?
Cc1nn(C)c(C)c1CN(C)C(=O)c1nn2c(c1Br)NC(c1cccs1)CC2C(F)(F)F (centres undefined) | 0%
COC(=O)c1c(C)oc2ccc(N(C(=O)Oc3ccccc3)S(=O)(=O)c3ccc(Cl)c([N+](=O)[O-])c3)cc12 | -7%
Cc1ccc(C(NC(=O)c2ccccc2)C(Cl)(Cl)Cl)cc1 (centres undefined) | 0%
CC(=O)Nc1ccc(-c2csc(NC(=O)C3CC(=O)N(c4ccc5c(c4)OCCO5)C3)n2)cc1 (centres undefined) | -5%[57.5 µM]
COc1ccccc1NC(=O)N1CCC(c2nc3cc(C)c(C)cc3[nH]2)CC1 | 12%
Cc1ccc(S(=O)(=O)N(C)C)cc1NC(=O)C1CCCC1 | 4%
C=C(C)CNC(=S)N/N=C/c1c(F)cccc1F | 0%
c1ccc2c(c1)CCC[C@@H]2C1=NCCN1 | 7%[25.7 µM]
CCOC(=O)c1[nH]ncc1CN1CCN(Cc2ccc(C)cc2)C(CCO)C1 (centres undefined) | 3%
NC(=O)CC1C(=O)N(c2ccc(F)cc2)C(=O)N1NC(=O)CCc1ccccc1 (centres undefined) | -7%
CCONc1ncnc2nonc12 | 4%
COCC(=O)n1nc(-c2ccccc2)nc1NCc1ccc(N(C)C)cc1 | -5%
CCOC(=O)c1c(C)cc(O)c(C)c1O | 19%
Cc1ccc(NC(=O)Cn2c(=O)cnc3ccccc32)cc1S(=O)(=O)N(C)C | 0%
O=C(Nc1ccc2c(c1)OCCO2)c1cccs1 | 0%
O=C(NNC(=O)[C@@H]1CCCC[C@@H]1C(=O)O)c1cccs1 | -5%
O=C(/C=C/c1ccccc1)N1CCN(C(=O)c2ccco2)CC1 | 7%
O=C(COC(=O)C1CC2C=CC1C2)NCc1ccccc1Cl (centres undefined) | 2%
COc1ccc(OC)c(-c2csc(NC(=O)Cn3[nH]c(=O)c4ccccc4c3=O)n2)c1 | -1%
CCOC(=O)c1cc(Sc2ccccc2N)cc(C(=O)OCC)n1 | ?
CC(=O)Nc1ccc(NC(=O)C(C)OC(=O)CCc2nc3ccccc3s2)cc1 (centres undefined) | -9%
COc1ccc(S(=O)(=O)N2CCCCC2)cc1NS(=O)(=O)c1cc(Cl)ccc1Cl | 5%
OCCN1CCN(CC/C=C2\c3ccccc3Sc3ccc(C(F)(F)F)cc32)CC1 | 9%[25.7 µM]
CC(C)S(=O)(=O)c1cnc(-c2cccnc2)nc1N | -13%[57.5 µM]
CC1CCN(Cc2nc(-c3ccc(Cl)cc3)no2)CC1 | -25%[57.5 µM]
COc1ccc(S(=O)(=O)n2nc(OC(C)=O)cc2N)cc1 | -10%[57.5 µM]
O=C1C=CC(O)(c2cc(=O)c3c(O)cc(O)cc3o2)C=C1 | 1%
COc1ccccc1COC(=O)N/C=C/c1ccco1 | -10%
O=C(Cn1cc2c(n1)CCCCC2)NCCN1CCOCC1 | -2%
Cc1nn(C)c(Cl)c1/C=N/OC(=O)c1ccc(F)cc1 | 1%

Shown as comma-separated lines: entries from further up
molecule,ERK EGF inh
NC(=O)CC1C(=O)N(c2ccc(F)cc2)C(=O)N1NC(=O)CCc1ccccc1 (centres undefined),-7%
CCONc1ncnc2nonc12,4%
COCC(=O)n1nc(-c2ccccc2)nc1NCc1ccc(N(C)C)cc1,-5%
CCOC(=O)c1c(C)cc(O)c(C)c1O,19%
Cc1ccc(NC(=O)Cn2c(=O)cnc3ccccc32)cc1S(=O)(=O)N(C)C,0%
O=C(Nc1ccc2c(c1)OCCO2)c1cccs1,0%
O=C(NNC(=O)[C@@H]1CCCC[C@@H]1C(=O)O)c1cccs1,-5%
O=C(/C=C/c1ccccc1)N1CCN(C(=O)c2ccco2)CC1,7%
O=C(COC(=O)C1CC2C=CC1C2)NCc1ccccc1Cl (centres undefined),2%
COc1ccc(OC)c(-c2csc(NC(=O)Cn3[nH]c(=O)c4ccccc4c3=O)n2)c1,-1%
CCOC(=O)c1cc(Sc2ccccc2N)cc(C(=O)OCC)n1,?
CC(=O)Nc1ccc(NC(=O)C(C)OC(=O)CCc2nc3ccccc3s2)cc1 (centres undefined),-9%
COc1ccc(S(=O)(=O)N2CCCCC2)cc1NS(=O)(=O)c1cc(Cl)ccc1Cl,5%
OCCN1CCN(CC/C=C2\c3ccccc3Sc3ccc(C(F)(F)F)cc32)CC1,9%[25.7 µM]
CC(C)S(=O)(=O)c1cnc(-c2cccnc2)nc1N,-13%[57.5 µM]
CC1CCN(Cc2nc(-c3ccc(Cl)cc3)no2)CC1,-25%[57.5 µM]
COc1ccc(S(=O)(=O)n2nc(OC(C)=O)cc2N)cc1,-10%[57.5 µM]
O=C1C=CC(O)(c2cc(=O)c3c(O)cc(O)cc3o2)C=C1,1%

A portion of the library; the hit share may differ from the screen's.
